# Assay outcomes deposited in PubChem by several laboratories.
# Tat transport: E. coli Tat export inhibitors, primary screen, MC4100, TorA-mCherry reporter, fluorescence, single point; inhibition, % at 10 µM; 340,000 compounds, 0.036% hits; AID 488895, 2010;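 active means mean replicate inhibition at least 50% and at least half of replicates individually reaching 50%; inconclusive means only one of the two criteria met; inactive means neither criterion met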;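 further: exported cargo escapes ClpAP degradation while cytoplasmic cargo is degraded and loses fluorescence; 0% = median of neutral control wells and 100% = median of NaSCN control wells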
# PfHsp90 set2: growth inhibition of PfHsp90-expressing yeast, primary screen, antimalarial PfHsp90 inhibitor project, S. cerevisiae, BacTiter-Glo luminescence, single point, set 2; BacTiter-Glo ATP, 48 h; yeast lacking PDR1 and PDR3 efflux regulators; inhibition, % at 9.4 µM; 310,000 compounds, 0.32% hits; AID 504621, 2011;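 active means every replicate shows inhibition above about 80%, whatever the replicate mean, limit read from the data; inconclusive means mean inhibition reaches the set limit but some replicate falls short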;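 further: 0% = DMSO neutral controls and 100% = 20 µM radicicol positive controls; yeast relying on Plasmodium falciparum Hsp90 in place of its own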
# AddAB inh: growth inhibition of E. coli expressing H. pylori AddAB, primary screen, AddAB inhibitor project, absorbance; 330,000 compounds, 0.29% hits; inhibition, % at 11.9 µM; in the data active means inhibition above about 12%;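 further: 0% = vehicle wells of infected cells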
# DAGLB inh: DAGLB lipase inhibitors, primary screen, biochemical, fluorescence, HTS | Diacylglycerol lipase-beta (Homo sapiens), Q8NCG7 | 340,000 compounds, 0.059% hits | HEK293T DAGLB membrane lysate, EnzChek fluorogenic substrate | inhibition, % at 5.17 µM; in the data active means inhibition above about 34%;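 further: 0% = enzyme with vehicle and 100% = wells lacking enzyme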
# Target sequence (Q8NCG7 whole entry, looked up): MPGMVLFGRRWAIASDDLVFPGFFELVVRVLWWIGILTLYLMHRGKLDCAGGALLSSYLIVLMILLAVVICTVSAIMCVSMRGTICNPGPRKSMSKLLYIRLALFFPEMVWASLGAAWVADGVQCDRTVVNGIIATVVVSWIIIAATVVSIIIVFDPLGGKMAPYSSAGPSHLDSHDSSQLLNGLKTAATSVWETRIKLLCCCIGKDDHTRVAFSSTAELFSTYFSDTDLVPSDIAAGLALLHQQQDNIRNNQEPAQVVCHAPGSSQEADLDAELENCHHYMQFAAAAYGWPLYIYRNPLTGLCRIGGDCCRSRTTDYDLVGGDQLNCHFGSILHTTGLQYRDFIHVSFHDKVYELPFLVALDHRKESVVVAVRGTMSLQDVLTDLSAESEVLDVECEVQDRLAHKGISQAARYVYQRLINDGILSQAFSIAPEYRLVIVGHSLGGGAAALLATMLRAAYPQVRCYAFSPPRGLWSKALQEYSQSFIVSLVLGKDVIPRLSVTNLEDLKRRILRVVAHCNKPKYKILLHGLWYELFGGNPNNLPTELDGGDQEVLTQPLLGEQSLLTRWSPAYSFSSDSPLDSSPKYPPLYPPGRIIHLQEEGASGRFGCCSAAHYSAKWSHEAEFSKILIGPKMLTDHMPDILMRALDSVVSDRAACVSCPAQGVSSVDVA
# PvdQ acylase: P. aeruginosa PvdQ acylase inhibitors, primary screen, biochemical, fluorescence, plate reader and imaging, single point; PvdQ acylase [Pseudomonas aeruginosa LESB58]; purified PvdQ acylase; inhibition, % at 10 µM; 340,000 compounds, 0.063% hits; in the data active means inhibition above about 30%, passing the limit was not always enough; inconclusive means no clear call, values can overlap the other calls;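 further: 0% = vehicle neutral wells and 100% = reference inhibitor wells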
# phage Ecoli inh: growth loss of phage-infected E. coli, primary screen, RecBCD inhibitor project, absorbance, with phage, HTS; inhibition, % at 11.9 µM; 360,000 compounds, 0.26% hits; AID 651602, 2012; in the data active means inhibition above about 11%
# Rtt109 Vps75: inhibitors of C. albicans Rtt109/Vps75 HAT, primary screen, biochemical, ThioGlo CoA-SH fluorescence, plate reader | purified Rtt109/Vps75, 4 h | inhibition, % at 34.9 µM | 330,000 compounds, 0.16% hits;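 active means inhibition of at least 50% in every replicate; inconclusive means best replicate reaches 50% inhibition but some replicates fall short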
# Target sequence (Q5AAJ8 whole entry, looked up): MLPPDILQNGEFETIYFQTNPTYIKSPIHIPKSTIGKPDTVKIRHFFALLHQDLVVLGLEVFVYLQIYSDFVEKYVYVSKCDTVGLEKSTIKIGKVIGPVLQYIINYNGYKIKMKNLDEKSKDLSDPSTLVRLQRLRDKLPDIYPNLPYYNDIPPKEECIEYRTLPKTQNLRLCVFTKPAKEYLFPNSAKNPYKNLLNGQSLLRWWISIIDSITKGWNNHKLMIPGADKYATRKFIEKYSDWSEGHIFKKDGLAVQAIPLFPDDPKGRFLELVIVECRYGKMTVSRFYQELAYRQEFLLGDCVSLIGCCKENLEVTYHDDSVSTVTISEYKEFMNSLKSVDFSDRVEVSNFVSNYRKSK
# E coli growth: E. coli V3065 growth inhibition, primary screen, counter-screen for AddAB inhibitor project, absorbance, OD600. 18 h. 330,000 compounds, 0.27% hits. inhibition, % at 11.9 µM;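 active means inhibition above the campaign's mean inhibition across all tested compounds plus 3 SD, cut at about 9.9% in these data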;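 further: uninfected addAB+ strain grown without phage in ampicillin broth; 0% = DMSO wells and 100% = ciprofloxacin 0.95 µg/ml wells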
# Wnt bcat act: Wnt/beta-catenin pathway activators, primary screen, cell-based, plate reader, single point; Wnt/beta-catenin reporter cell assay, activator; activation, % at 9.35 µM; 300,000 compounds, 1.2% hits; AID 743398, 2014; in the data active means activation above about 30%, passing the limit was not always enough; inconclusive means no clear call, values can overlap the other calls;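 further: 0% = neutral control wells and 100% = positive control wells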
# CAL PDZ inh: CAL PDZ peptide-binding inhibitors, primary screen, biochemical, fluorescence polarization, Cer-tagged CAL PDZ, HTS. purified CAL PDZ, TMR-peptide fluorescence polarization, 1 h. Golgi-associated PDZ and coiled-coil motif-containing protein (Homo sapiens), Q9HD26. 330,000 compounds, 0.02% hits. inhibition, % at 20 µM. AID 504414, 2011;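 active means highest replicate inhibition of at least 40%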;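 further: plate controls were DMSO neutral control wells for no effect and unlabeled competitor peptide control wells for full effect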
#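 material = purified tagged CAL PDZ domain construct (CerCALP) | buffer or medium = sodium phosphate/NaCl buffer pH 7.4 with TCEP, IgG, Thesit | reagent = TMR-labelled reporter peptide T*-PRC34 bound in PDZ groove | incubation = 1 h room-temperature incubation prior to read | measured by = fluorescence polarization (mP) | evaluation = percent inhibition from loss of millipolarization | control set = unlabelled peptide and DMSO controls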
# An asterisk follows results filed as active; ? = inconclusive; . = no result given; & = joins results of further samples.
canonical_smiles	Wnt bcat act	Tat transport	phage Ecoli inh	DAGLB inh	Rtt109 Vps75	AddAB inh	E coli growth	PvdQ acylase	PfHsp90 set2	CAL PDZ inh
CSCCOC(=O)COc1ccc(/C=N/NC(=O)c2nn(C)cc2Cl)cc1	-5	6	2.8	1	-2	-0.1	-2.6	-10	-4	-3.0
Cc1cc(NS(=O)(=O)c2ccc(NC(=O)c3ccc(Cl)cc3[N+](=O)[O-])cc2)no1	-1	3	4.4	0	-1	0.1	-1.5	-7	2	-0.9
CC[C@H](C)[C@H]1CNC(=S)N1CC1CCN(CCCCc2ccccc2)CC1	-1	-6	2.7	0	-5	.	.	-19	-2	-2.0
CC(=O)N[C@@H](Cc1c[nH]c2ccccc12)C(=O)NC1CC1	1	0	1.0	-2	-3	2.4	2.4	-3	14	-0.6
CC(=O)N1c2ccc(S(=O)(=O)N3CCC(C(=O)Nc4cccc(F)c4)CC3)cc2CC1C (stereo not drawn)	0	3	2.3	1	15	1.5	-1.9	-12	6	-0.8
CN(C)C(=O)C(OC(=O)c1ccc2ccccc2n1)c1ccccc1 (stereo not drawn)	-1	7	-2.0	-1	0	1.9	1.6	-9	12	-0.8
O=c1[nH]c2ccccc2cc1CN(CC1CCCO1)S(=O)(=O)c1ccc(Cl)cc1 (stereo not drawn)	2	14	2.4	-1	0	3.0	2.0	-8	3	-1.7
CCOC(=O)CN1C(=O)C2(OCCCO2)c2cc(Br)ccc21	0	-2	2.7	-1	-1	1.8	-2.1	-13	4	-1.7
Fc1ccc(OCCCCCN2CCCC2)cc1	0	2	1.6	2	-1	-0.3	1.1	-7	17	-2.7
COc1ccccc1NCC(=O)Nc1cc(S(=O)(=O)N2CCOCC2)ccc1N1CCOCC1	7	3	2.0	1	-2	0.7	-0.1	3	-2	-1.0
COc1ccc(S(=O)(=O)c2nnn(-c3cccc(OC)c3)c2N)cc1	-2	-6	-1.2	-2	5	-0.8	-0.6	-11	.	-0.9
CCCOC(=O)c1ccc(NC(=O)COC(=O)C2CCN(c3ccc(C(F)(F)F)cn3)CC2)cc1	0	-1	0.9	-9	3	.	.	-15	-2	0.4
NC(=O)Cn1ccc(O)c(Cc2ccc(Cl)cc2Cl)c1=O	0	5	0.9	4	-2	0.9	2.2	-11	-16	-0.3
CC(=O)NC12CC3CC(C1)CC(C(=O)N1CCN(c4ncccn4)CC1)(C3)C2	1	-1	1.4	1	2	0.2	-0.8	-3	33	-0.2
Cc1cc(C)c(C#N)c(SCC(=O)Nc2cc(C)on2)n1	2	5	0.8	-1	-6	1.5	-0.1	7	.	-1.0
Cc1cccc(N2CCN(c3nc4ccccc4n4cnnc34)CC2)c1C	-4	9	0.8	1	3	-0.6	-1.4	-16	-29	-0.2
Cc1nn(-c2ccccc2)c(C)c1C(=O)OCc1ccc(C#N)cc1	3	4	0.3	-6	5	3.5	1.0	4	-20	-1.0
COc1ccc(Cl)cc1C(=O)OCC(=O)NCc1cccs1	2	4	0.1	-3	4	0.8	-0.2	-17	18	-1.9
CCOC(=O)c1cc2sccc2n1CC(=O)N1c2ccccc2CC1C (stereo not drawn)	-2	5	0.8	-2	-7	1.6	2.5	-6	.	-1.1
COc1cc(NC(=S)N2CCCC(CO)C2)c(OC)cc1Cl (stereo not drawn)	3	-11	2.0	-2	6	2.5	-0.4	-5	13	-0.4

canonical_smiles	Wnt bcat act	Tat transport	phage Ecoli inh	DAGLB inh	Rtt109 Vps75	AddAB inh	E coli growth	PvdQ acylase	PfHsp90 set2	CAL PDZ inh
Cc1cc(NC(=O)CN2C(=O)NC3(CCCCC3)C2=O)ccc1N1CCCC1	-1	2	4.1	3	12	.	.	-8	.	0.6
COc1cc(CN(C)C)cc(C=O)c1O	.	3	.	2	4	0.7	1.0	3	-32	-2.3
COc1ccc(S(=O)(=O)Nc2ccccc2)cc1	1	-3	3.2	1	5	1.0	1.5	-14	4	-0.3
COc1ccccc1N1CCN(C(=O)COc2ccc(Cl)cc2Br)CC1	.	-1	0.8	-10	1	0.3	-1.2	-20	14	.
Cc1cccc(NS(=O)(=O)c2cccc([N+](=O)[O-])c2)n1	-1	-10	3.2	1	-16	0.7	1.1	0	1	-1.1
CCOc1ccc(CCNC(=O)COC(=O)Cc2ccc(OC)c(OC)c2)cc1OCC	-3	-1	-1.0	3	3	0.2	1.1	-13	-35	-2.4
Cc1cccc(CCNC(=O)C2CCCN(c3cnccn3)C2)c1 (stereo not drawn)	-2	-1	3.2	-1	-3	3.2	-1.0	8	-4	-2.4
CSc1nc(-c2ccccc2)nn1C(=O)c1ccc(Cl)cc1	-4	-6	3.8	1	1	0.2	-1.7	-16	2	-0.6
Cc1nn(C(=O)c2ccco2)c(C)c1Sc1ccc([N+](=O)[O-])cc1	0	-6	2.5	2	9	2.0	-1.6	11	-11	.
COC(=O)c1cc(COC(=O)c2ccc3ccccc3n2)oc1C	1	1	1.2	0	2	-0.7	-0.2	-19	.	-3.8
COC(=O)c1ccc2c(c1)NC(=O)C(N1CCCC1)S2 (stereo not drawn)	.	-2	1.4	2	-2	0.8	2.2	-7	7	-2.5
CCC(CC)C(=O)Nc1nc(-c2ccc3c(c2)CCN3C(=O)C2CC2)c(C)s1	.	2	3.4	2	9	-2.4	1.0	4	-1	-0.2
COc1ccc(NS(=O)(=O)c2ccc3[nH]c(=O)[nH]c3c2)cc1OC	-2	11	2.9	-4	-1	1.0	-1.0	-28	13	-2.4
COC1=C(N2CCOCC2)C(=O)c2ccccc2C1=O	-6	2	-0.6	0	1	-2.9	-5.2	-12	7	0.2
O=C(CC12CC3CC(CC(C3)C1)C2)N/N=C/c1ccncc1	-2	8	-0.1	2	-4	5.0	1.5	3	3	-2.6
O=C(/C=C/Nc1ccc(F)cc1F)c1ccc(Br)cc1	1	.	1.3	.	.	-0.3	2.2	.	.	.
COc1ccc(N=C2NC(=O)/C(=C/c3ccc(O)c(OC)c3)S2)cc1	-1	-8	2.3	3	-10	1.5	2.4	-2	4	4.6
CCOC(=O)Cn1nc(-c2ccccc2)c(-c2ccccc2)nc1=O	-2	0	-1.0	1	-5	-1.2	-1.9	-3	4	-2.1
O=C(O)Cc1nn(Cc2ccc(Cl)cc2)c(=O)c2ccccc12	3	-10	0.2	-2	6	0.8	-1.2	-16	8	-0.2
CC(C)C[C@@]12C(=O)N(c3cccc(F)c3)C(=O)N1[C@H](c1ccc(Cl)cc1)[C@@H]1C(=O)N(C3CCCCC3)C(=O)[C@@H]12	-7	4	2.5	0	1	2.7	-2.3	-3	-11	-0.3

canonical_smiles	Wnt bcat act	Tat transport	phage Ecoli inh	DAGLB inh	Rtt109 Vps75	AddAB inh	E coli growth	PvdQ acylase	PfHsp90 set2	CAL PDZ inh
COC(=O)c1cnc(NNS(=O)(=O)c2ccc(C(F)(F)F)cc2)nc1C(F)(F)F	3	?	0.1	-2	2	-1.4	1.5	0	35	-1.0
CCCCn1c(SCC(=O)NC2CCCC2)nnc1-c1ccco1	1	-6	2.0	-2	3	2.8	1.6	2	4	0.2
Cc1ccc(OCc2nnc(SCC(=O)NCc3ccccc3)n2C)cc1	.	1	1.8	-1	-1	-0.3	-1.5	-2	7	0.0
Cc1ccccc1C(OCCN(C)C)c1ccccc1 (stereo not drawn)	-3&2	-1&-2&-14	2.7&3.9	1&2	-2&7&8	-3.4&0.9	-3.5&1.4	0&2&1	-5&-19	1.2&-0.4
O=C(CSc1nnc(SCc2ccccc2)s1)N/N=C/c1ccc(Cl)cc1Cl	-7	-2	3.5	0	8	1.9	-0.3	-6	-19	-2.6
COC(=O)C1=C(C)N(c2ccc(OC)cc2)C(=O)/C1=C\c1cccs1	.	6	2.1	0	-4	2.3	2.3	-15	-11	-1.0
CN(C)C(=O)N1CCC(C(=O)NCC2CCCO2)CC1 (stereo not drawn)	.	0	0.8	-3	.	0.4	-1.4	-12	-5	-1.4
Oc1oc(-c2ccccc2)nc1/C=N/c1nccs1	-6	-2	2.2	0	19	-0.3	-0.2	11	-12	0.6
COc1cc2nc(SCC(=O)c3ccc(Br)cc3)n3nc(C)nc3c2cc1OC	-4	3	3.1	-1	-2	1.8	1.7	-6	-10	-1.2
CSCCC(NC(=O)c1ccccc1)C(=O)NCC(C)(C)N1CCOCC1 (stereo not drawn)	3	-2	1.5	3	2	-0.9	-0.3	-10	.	0.6
CC(NC(=O)Cc1ccc(F)cc1)c1ccc(F)cc1 (stereo not drawn)	1	1	4.5	2	-5	-1.9	-4.2	-9	2	-1.5
Nc1c(N(CCC2=CCCCC2)C(=O)Cc2ccccc2F)c(=O)[nH]c(=O)n1Cc1ccccc1	-2	-2	0.5	13	8	1.9	-1.0	-12	.	0.0
Cn1nc(Oc2nc(N3CCOCC3)nc(N3CCOCC3)n2)ccc1=O	.	-3	3.8	0	-1	0.1	0.1	-5	-18	0.8
CCn1c(=O)c2sccc2n(Cc2cc(C(=O)OC)ccc2OC)c1=O	-2	-1	0.6	2	-6	-1.0	-1.5	-5	7	-0.1
O=C(Nc1cccnc1Cl)c1ccc2c(Cl)c3c(nc2c1)CCC3	?	-1	0.4	-5	-6	.	.	4	10	-1.8
COc1ccc(/C=N/NC(=O)CNc2n[nH]c(=O)[nH]c2=O)cc1OC	0	2	2.3	1	-4	1.3	1.1	13	9	0.5
Nc1ccccc1SCc1c(Cl)cccc1Cl	22	7	0.5	-6	3	0.2	-2.1	-5	-5	0.1
O=C(OCC(=O)N1CCCc2ccccc21)c1ccc(C(F)(F)F)cc1	-4	-4	7.0	-6	31	5.5	-0.1	7	.	-3.1
CC(=O)Nc1ccc(S(=O)(=O)NC2CC2)cc1	-1	-8	-2.1	3	-4	-0.4	-0.6	-5	1	0.1
CCCOC(=O)c1ccc(-c2ccc(C=O)o2)cc1	29	3	4.3	-7	-3	2.6	-1.4	12	-5	-2.3

canonical_smiles	Wnt bcat act	Tat transport	phage Ecoli inh	DAGLB inh	Rtt109 Vps75	AddAB inh	E coli growth	PvdQ acylase	PfHsp90 set2	CAL PDZ inh
COc1cc(/C=C2\SC(=S)N(CC(=O)O)C2=O)ccc1OC(=O)c1ccco1	-1	?	3.6	8	11	1.4	-1.8	-8	-13	-1.1
Cn1c(SCC(=O)NCCc2ccccc2)nnc1C1CCCCC1	1	-4	0.0	0	1	-1.5	-1.6	-8	-35	-0.1
CC(=O)Nc1cccc(/C(C)=N\NC(=O)c2ccc(Cn3nc([N+](=O)[O-])c(Cl)c3C)o2)c1	-2	3	2.8	1	-9	7.0	2.9	4	-9	0.2
Cc1cc(C)cc(C(=O)NCC(=O)OCC(=O)N(C)C2CCS(=O)(=O)C2)c1 (stereo not drawn)	.	0	2.0	-2	-3	2.1	-1.0	-2	6	-2.0
